# MEP2 TOR yeast – modulators of MEP2-GFP levels in yeast, primary screen, S. cerevisiae, multiplex flow cytometry, MLPCN library. GFP response vs DMSO, % at 10 µM. 330,000 compounds, 0.51% hits. S. cerevisiae MEP2-GFP strain, 3 h; 100% = DMSO control level. AID 2016, 2009;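 active = GFP response versus DMSO above a set limit, roughly screen mean plus 3 SD, cut at about 180% in these data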;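 note: median GFP fluorescence of the barcode-gated MEP2-GFP cells per well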
# GASC-1 inh – inhibitors of GASC-1 histone demethylase, primary screen, biochemical, fluorescence, DELFIA europium. Lysine-specific demethylase 4C (Homo sapiens), Q9H3R0. GST-JMJD2C(1-420) H3K9me3 demethylation. inhibition, % at 2.35 µM. 330,000 compounds, 0.069% hits;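 active = more than half of a compound's replicate wells show inhibition beyond 50%, single wells judged on their own value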;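 note: signal counts dimethyl H3K9 product captured on neutravidin plate; 0% = median of DMSO wells and 100% = 0.3 times that DMSO median; strong numbers were not always called active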
# Target sequence (Q9H3R0 1-420 limits assumed): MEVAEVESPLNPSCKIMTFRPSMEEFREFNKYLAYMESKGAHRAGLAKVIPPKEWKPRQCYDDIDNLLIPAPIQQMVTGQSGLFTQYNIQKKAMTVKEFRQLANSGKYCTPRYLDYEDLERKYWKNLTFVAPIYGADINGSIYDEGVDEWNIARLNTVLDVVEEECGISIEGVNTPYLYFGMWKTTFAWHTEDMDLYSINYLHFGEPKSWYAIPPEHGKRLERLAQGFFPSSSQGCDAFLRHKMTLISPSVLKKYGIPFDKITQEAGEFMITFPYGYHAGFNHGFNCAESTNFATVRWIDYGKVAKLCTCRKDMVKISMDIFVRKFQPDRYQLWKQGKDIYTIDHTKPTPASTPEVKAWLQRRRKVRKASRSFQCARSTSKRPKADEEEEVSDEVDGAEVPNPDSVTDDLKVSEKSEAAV
# proCasp7 act – procaspase-7 activators, primary screen, counter-screen for procaspase-3 activator project, biochemical, absorbance, HTS, human; Caspase-7 (Homo sapiens), P55210; recombinant procaspase-7, Ac-DEVD-pNA absorbance 405 nm; D23A/D198A/D206A triple mutant, cannot self-cleave; scale: DMSO 0, 5 µM enzyme 100; activation, % at 8.5 µM; 330,000 compounds, 0.093% hits; AID 463210, 2010;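 active = percent activation above the screen-wide mean plus 3 SD, cut at about 25% in these data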
# Target sequence (P55210 whole entry D23A/D198A/D206A): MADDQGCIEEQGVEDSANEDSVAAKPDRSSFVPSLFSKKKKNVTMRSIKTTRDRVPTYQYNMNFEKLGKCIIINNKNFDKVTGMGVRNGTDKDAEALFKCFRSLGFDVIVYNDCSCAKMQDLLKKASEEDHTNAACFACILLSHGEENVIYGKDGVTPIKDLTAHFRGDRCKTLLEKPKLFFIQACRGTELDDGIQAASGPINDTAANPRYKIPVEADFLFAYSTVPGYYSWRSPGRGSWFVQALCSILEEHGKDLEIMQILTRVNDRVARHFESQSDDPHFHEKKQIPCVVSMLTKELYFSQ
#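 signal = Epi-absorbance of released pNA at 405 nm, two timepoints | assay system = Uncleavable procaspase-7 mutant enzyme | reagent = Ac-DEVD-pNA substrate, 400 µM as added | times = 1 h enzyme–compound preincubation and 2 h substrate reaction, both 25 °C | benchmarks = low DMSO alone, high DMSO plus 5 µM PC-7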
# procasp3 activ – activators of human procaspase-3 D3A mutant, primary screen, biochemical, absorbance, PC-3 D3A mutant, single concentration; Caspase-3 (Homo sapiens), P42574; recombinant procaspase-3 D3A, Ac-DEVD-pNA absorbance 405 nm; activation, % at 8.5 µM; 330,000 compounds, 0.11% hits;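 active = activation above the mean of all tested compounds plus 3 SD, cut at about 21% in these data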;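 note: 0% = DMSO alone and 100% = DMSO wells spiked with extra 5 µM PC-3 D3A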
# Target sequence (P42574 whole entry D9A/D28A/D175A): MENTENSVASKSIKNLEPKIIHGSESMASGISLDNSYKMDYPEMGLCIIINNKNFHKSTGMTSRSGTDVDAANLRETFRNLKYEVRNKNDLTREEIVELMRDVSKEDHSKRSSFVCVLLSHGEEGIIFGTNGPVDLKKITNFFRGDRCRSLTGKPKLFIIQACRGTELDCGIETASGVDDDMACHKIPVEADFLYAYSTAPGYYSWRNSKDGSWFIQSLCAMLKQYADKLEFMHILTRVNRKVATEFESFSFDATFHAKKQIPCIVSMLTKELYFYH
#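 Assay system: Autoprocessing-dead procaspase-3 D3A mutant enzyme; also added: Ac-DEVD-pNA; doses: one concentration, 8.5 µM nominal, 0.8% DMSO; times: 1 h compound preincubation, 2 h substrate hydrolysis at 25 °C; technique: 405 nm absorbance of p-nitroaniline, reads at 0 and 120 min; measure: % activation between DMSO and enzyme-spiked controls; repeats: single replicate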
# LAP4-GFP MLPCN – modulators of LAP4-GFP expression in yeast, primary screen, S. cerevisiae, multiplex flow cytometry, MLPCN library | AID 2023, 2009 | GFP response vs DMSO, % at 10 µM | 320,000 compounds, 0.34% hits | 3 h; median GFP as percent of DMSO wells;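 active = GFP response vs DMSO above a set limit, about the screen mean plus 3 SD, cut at about 150% in these data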
# AHR act – AHR activators, primary screen, cell-based, luminescence, luciferase reporter, human | activation, % at 5 µM | AID 2796, 2010 | AHR-responsive luciferase reporter cells | 320,000 compounds, 2.5% hits | Aryl hydrocarbon receptor (Homo sapiens), P35869; in the data active = activation above about 47%;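 note: 0% = vehicle wells and 100% = reference agonist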
# CR mimetic SO – reduction of superoxide in aged yeast, primary screen, HTS; S. cerevisiae aged cells, superoxide DHE fluorescence; stronger effect = lower value; superoxide response (% of plate mean), % at 10 µM; 330,000 compounds, 0.18% hits; AID 2690, 2010;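 active = superoxide response under a set limit, about three screen SD below normal, cut at about 65% in these data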;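 note: yeast aged for seven days with compound at 30 °C before DHE staining; 100% = average MFI of all compound-treated wells on the plate with controls excluded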
# RPL19A TOR yeast – RPL19A-GFP expression modulators in yeast, primary screen, cell-based, S. cerevisiae, multiplex flow cytometry, MLPCN. S. cerevisiae RPL19A-GFP strain, 3 h; stronger effect = lower value. percent response vs DMSO, % at 10 µM. 330,000 compounds, 0.3% hits;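 active = percent response vs DMSO below 50%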;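 note: median channel GFP fluorescence of the barcoded RPL19A-GFP strain; ratio of sample median GFP to plate DMSO average so 100% = DMSO; lower means less RPL19A-GFP as with rapamycin TOR inhibition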
# Numbers without * were called inactive; . = no result given.
SMILES,MEP2 TOR yeast,GASC-1 inh,proCasp7 act,procasp3 activ,LAP4-GFP MLPCN,AHR act,CR mimetic SO,RPL19A TOR yeast
O=[N+]([O-])c1ccc(N=Cc2ccc(Br)c([N+](=O)[O-])c2)cc1,97,8,7,-9,101,3,108,102
CCN(CC)C(=O)CSc1nnc(-c2cccnc2)n1Cc1ccccc1,94,5,2,-4,96,-1,99,97
Cc1ccccc1N(C(=O)CNC(=O)c1cccs1)C(C(=O)NC1CCCC1)c1ccncc1 (stereo unspecified),102,-3,2,7,94,3,95,102
O=C1c2ccccc2C(=O)N1CCCCN(C(=O)c1cc2ccccc2oc1=O)c1ccc(Cl)cc1,100,11,-5,8,102,23,106,97
O=C(CSc1ccc(Cl)cc1)N/N=C/c1ccc([N+](=O)[O-])o1,97,-24,13,2,100,2,127,107
O=C(NCC(=O)N1CCCCCC1)c1ccc(OC(F)F)cc1,95,-13,2,-2,92,1,101,98
Cn1c(SCc2ccccc2)nc(N)c(N=O)c1=O,92,.,-3,-8,103,-2,95,93
Cc1ccc2cc(C)c(N3CCC(C)CC3)nc2c1,105,-22,0,5,101,0,85,102
CC(C)Cn1c(N2CCN(C(=O)c3cccs3)CC2)nc2ccccc21,103,-2,-10,-4,98,1,102,102
CCOC(=O)N1CCN(C(=O)c2cn(CC)c3ccc(S(=O)(=O)N(C)C4CCCCC4)cc3c2=O)CC1,105,10,1,-1,94,1,76,101
CCOc1ccc(CCNC(=O)c2cccc(S(=O)(=O)N3CCOCC3)c2)cc1OCC,96,1,3,2,92,1,102,89
COCCCNC(=S)NNC(=O)c1ccccc1Br,98,8,-5,7,101,-1,98,97
O=C(C1CC1(c1ccccc1)c1ccccc1)N1CCOCC1 (stereo unspecified),110,-7,10,6,105,-1,92,98
CC(Cc1ccco1)NC(=O)c1cccc(S(=O)(=O)N(C)C)c1 (stereo unspecified),107,4,0,8,95,4,81,108
COc1ccc(C)cc1NC(=O)CCCN1C(=O)CN(C)C1=O,96,-7,11,3,101,7,97,99
CC1CCCC(NC2CCCCNC2=O)C1 (stereo unspecified),102,0,-5,10,85,3,103,100
CC(NC(=O)Cn1cc(C(F)(F)F)ccc1=O)c1ccc(F)cc1 (stereo unspecified),102,1,2,8,101,-2,94,96
O=C(COC(=O)C1CCN(c2ccc(C(F)(F)F)cn2)CC1)c1ccccc1Cl,107,98,7,-6,116,0,91,102
CCN1C(=O)[C@H]2[C@@H](c3ccc(C)cc3)N3C(=O)N(c4ccccc4)C(=O)[C@@]3(Cc3ccccc3)[C@H]2C1=O,96,4,-3,-6,101,0,104,110
COc1ccc(CC(=O)c2c(O)cc(O)cc2O)cc1OC,104,0,2,5,108,0,91,98
CC(C(=O)NCc1ccc(Cl)cc1)n1cccc1C(=O)c1ccccc1 (stereo unspecified),101,-4,11,-9,108,5,104,102
CSc1ccc(/C=C(/NC(=O)c2ccccc2)C(=O)NCCCn2ccnc2)cc1,102,0,-14,-13,93,1,100,105
CCC(=O)N1CCc2cc(Br)cc(S(=O)(=O)NCCCN(C)Cc3ccccc3)c21,91,-5,-2,-5,88,1,97,92
Cc1cccc(CN2CCN(CC(=O)NCCCN3CCN(c4ccc(F)cc4)CC3)C2=O)c1,107,2,0,4,109,0,88,103
COc1ccc(C(=O)NCCSCc2ccco2)cc1OC,110,1,-1,-8,102,2,95,98
COc1cc(OC)cc(C(=O)Nc2ccccc2N2CCOCC2)c1,104,2,1,2,96,61*,101,95
COc1ccc(S(=O)(=O)N(C)C[C@H]2Oc3ccc(NC(=O)C4CCCCC4)cc3C(=O)N([C@H](C)CO)C[C@@H]2C)cc1,93,0,-7,-2,85,-1,88,96
O=C1CC(=O)N(CCNc2ncc(C(F)(F)F)cc2Cl)C(=O)N1,97,-7,-15,-1,92,1,94,93
Cc1ccc(-c2nn(CC(=O)N(C)C)c(=O)c3ccccc23)cc1S(=O)(=O)N(C)C,98,1,8,-2,95,1,90,92
CC1CCN(S(=O)(=O)c2ccc3[nH]c(=O)c(=O)[nH]c3c2)CC1,111,4,-1,7,106,-1,115,105
COc1ccc(Cl)cc1NC(=O)CN(C)Cc1cccs1,98,1,1,-5,80,1,93,101
CSc1ccc(Cl)c(C(=O)Nc2cc(S(=O)(=O)N3CCOCC3)ccc2N2CCOCC2)c1,104,1,6,2,99,2,87,97
Cc1ccc(S(=O)(=O)/N=C/c2ccco2)cc1,95,2,9,1,91,5,98,96
CCC(=O)Nc1ccc(S(=O)(=O)NCCc2ccccc2)cc1,97,6,15,2,101,0,102,98
O=C(N/N=C/c1ccccc1C(=O)O)c1ccc(COc2cccc3cccnc23)cc1,91,-3,5,6,95,8,100,98
COCCN(Cc1ccccc1)C(=O)c1cccc(S(=O)(=O)N(C)c2c(C)n(C)n(-c3ccccc3)c2=O)c1,106,0,4,4,103,3,116,97
O=C(COC(=O)C1CCN(S(=O)(=O)c2cccs2)CC1)c1cc2ccccc2o1,108,-12,7,1,107,8,106,103
COc1ccccc1Cc1noc(C(C)(C)NC(=O)c2ccccc2)n1,96,-2,5,5,104,0,104,97
O=C(COc1ccc(-n2ccnc2)cc1)Nc1cccc(Cl)c1,114,-4,5,-4,109,27,96,102
CC(C)Sc1oc(-c2ccco2)nc1S(=O)(=O)c1ccc(F)cc1,106,15,5,2,104,1,84,96
COc1cccc(C(C(=O)NCc2ccco2)N(Cc2ccco2)C(=O)Cn2nnc3ccccc32)c1 (stereo unspecified),101,-6,-3,5,103,0,114,101
CN(C)CCCNCCCNC(=O)/C(=N\O)c1ccccn1,118,-14,2,-2,103,0,92,97
COc1cc(Cl)ccc1OCc1cc(C(=O)N2C[C@H]3CC[C@H]2C3)no1,106,-2,-2,3,124,14,116,98
CC(=O)NS(=O)(=O)c1ccc2c(c1)Cc1cc(S(=O)(=O)NC(C)=O)ccc1-2,111,6,3,0,99,4,103,105
O=C(Cn1ncc2c1-c1ccccc1OC2)N1CCN(Cc2ccc3c(c2)OCO3)CC1,98,-4,8,3,99,2,115,97
Cn1c(SCC(=O)Nc2cccc3ccccc23)nc(O)cc1=O,93,-3,-3,6,94,5,89,93
CC(=O)/C=C1\SC(CC(=O)O)C(=O)N1c1ccccc1 (stereo unspecified),96,5,0,-3,102,-1,81,101
CCOc1ccc(N(C(=O)c2snc(C(N)=O)c2N)C(C(=O)NC2CCCC2)C(C)C)cc1 (stereo unspecified),99,-3,-1,-7,91,0,100,102
CCOC(=O)C1CCN(C(=O)c2cc3cc(C)ccc3[nH]2)CC1,105,-9,5,7,78,13,101,105
COc1cccc(C(=O)N2CCSC2=S)c1,100,3,7,7,118,0,75,94
COc1ccc(C2CC2C(C)=O)cc1 (stereo unspecified),97,6,-2,0,96,0,100,89
CC(OC(=O)Cc1ccccc1[N+](=O)[O-])C(=O)NC(=O)NC1CCCCC1 (stereo unspecified),101,0,5,-12,101,4,94,102
O=C(COC(=O)Cc1n[nH]c(=O)c2ccccc12)Nc1ccc(Cl)cn1,105,8,-1,0,107,17,99,100
COC(=O)c1ccccc1NCC(=O)c1ccc(OC)cc1,98,-7,-4,2,97,13,116,93
COC(=O)c1ccc(OC(=O)c2ccccn2)cc1,87,0,13,0,88,3,85,95
CCC(C)c1ccc(S(=O)(=O)Nc2cccnc2)cc1 (stereo unspecified),99,-3,-6,2,104,1,102,106
COc1ccc(CCNc2ccc(C(CC(N)=O)NC(=O)Cc3cccc4ccccc34)cc2[N+](=O)[O-])cc1 (stereo unspecified),88,-9,-7,-4,106,5,110,93
CCc1noc(C)c1C(=O)N1CCCC(N2CCN(c3ccccc3F)CC2)C1 (stereo unspecified),102,0,0,7,103,1,96,108
CC(C)N(CCc1ccncc1)C(=S)Nc1ccc(F)c(Cl)c1,107,6,-8,-1,102,3,97,94
COc1ccc(NC(=O)CN(C)C(=O)c2sc3ccccc3c2Cl)cc1,94,8,7,-4,115,0,116,95

# Continuation:
SMILES,MEP2 TOR yeast,GASC-1 inh,proCasp7 act,procasp3 activ,LAP4-GFP MLPCN,AHR act,CR mimetic SO,RPL19A TOR yeast
COc1ccc(S(=O)(=O)Nc2c(C)c(C)cc3c2ncn3C)cc1,105,-23,6,0,97,4,89,109
COc1cc(-c2nnc(SCC(=O)c3ccccc3)o2)cc(OC)c1OC,97,6,7,1,110,8,113,92
Cc1cccc(NC(=O)c2ccccc2NC(=O)C2CCCCC2)c1C,101,0,10,11,99,0,100,91
COc1ccc(C(C(=O)NC2CCCC2)N(C(=O)c2ccco2)c2ccccc2OC)cc1 (stereo unspecified),108,-3,-1,-2,102,-1,98,104
CC(C)CC(=O)N1CCN(Cc2ccccc2Cl)CC1,116,-10,1,1,103,-5,95,117
CC(=O)N=C1SC2CS(=O)(=O)CC2N1Cc1ccc(C)cc1 (stereo unspecified),99,-1,2,5,107,-1,89,100
Cn1nnc(NC(=O)C(c2ccccc2)c2ccccc2)n1,101,14,2,4,87,-1,113,97
CCOc1cc(N2CCOCC2)c(OCC)cc1NC(=O)COC(=O)/C=C/c1ccc(OC(F)F)cc1,97,-1,2,9,108,-1,110,98
COc1ccc(C(=O)Nc2ccccc2C(=O)Nc2ccncc2)cc1,93,.,-1,-2,70,61*,112,106
COc1cc(OC)c(OC)cc1CN1CCC(O)CC1,112,-32,9,-4,114,-2,102,98
Cc1occc1-c1nnc(SCC(=O)Nc2ccc(F)cc2)n1Cc1ccccc1,103,4,1,3,99,1,101,98
COc1ccc(-n2c(CNC(=O)COc3ccc(Cl)cc3)n[nH]c2=S)cc1,106,-27,-15,0,108,4,104,96

# 3 compounds out of the list, arranged by formula weight, low to high.
SMILES,MEP2 TOR yeast,GASC-1 inh,proCasp7 act,procasp3 activ,LAP4-GFP MLPCN,AHR act,CR mimetic SO,RPL19A TOR yeast
COc1cc(OC)c(OC)cc1CN1CCC(O)CC1,112,-32,9,-4,114,-2,102,98
Cn1nnc(NC(=O)C(c2ccccc2)c2ccccc2)n1,101,14,2,4,87,-1,113,97
COc1cc(-c2nnc(SCC(=O)c3ccccc3)o2)cc(OC)c1OC,97,6,7,1,110,8,113,92

# Next section
SMILES,MEP2 TOR yeast,GASC-1 inh,proCasp7 act,procasp3 activ,LAP4-GFP MLPCN,AHR act,CR mimetic SO,RPL19A TOR yeast
O=C(OCC(=O)N1N=C(c2ccc(Cl)cc2)CC1c1ccco1)c1ccccc1O (stereo unspecified),105,-5,7,8,104,-5,109,95
Cc1ccc(CNC(=O)C2CCN(S(=O)(=O)c3ccc(Br)s3)CC2)cc1,107,2,3,5,88,0,106,93
CCCCNC(=O)c1ccc(CS(=O)(=O)c2cccc(C(F)(F)F)c2)o1,102,10,1,-2,116,3,124,105
Cc1cc([N+](=O)[O-])nn1CC(=O)N1CCN(Cc2ccccc2)CC1,97,-9,2,3,106,1,95,97
Cc1nc(-c2nc(CC(=O)NNC(=O)c3ccc(Cl)cc3)cs2)cs1,107,23,8,-5,114,1,101,103

# Assay outcomes as filed in PubChem BioAssay.
